Tau fibril FP: inhibitors of human tau fibril formation. P10636. K18 P301L tau heparin fibrillization, Alexa594 FP, 6 h. Potency, µM (doses to about 57.7 µM), without a hit: at the highest dose activity, negative = inhibition, usual class: inhibitors. 280,000 compounds, 0.39% hits; note: % is set by controls: 0 for no effect and ±100 for the full control effect; nearly all actives have a fitted effect of over 55% in size
Target sequence (P10636 561-689 P618L limits assumed): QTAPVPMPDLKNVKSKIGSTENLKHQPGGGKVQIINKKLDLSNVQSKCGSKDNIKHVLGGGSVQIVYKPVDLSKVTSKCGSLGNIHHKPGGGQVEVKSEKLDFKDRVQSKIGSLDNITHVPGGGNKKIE
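Steps: dispense K18 P301L tau (15 uM plus 0.24 uM Alexa 594 tracer, final) in pH 7 sodium acetate; add compound; add heparin (20 uM final); incubate 6 hr, 37 C; add ThT (30 uM final); after 1 hr ambient, read FP.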
Tau fluor counter: counter-screen for tau fibril formation inhibitors. AID 1463. 280,000 compounds, 0.93% hits. tau K18 P301L Alexa594 fluorescence, heparin fibrillization. Potency, µM (doses to about 57.7 µM), inactives show at the highest dose activity change, negative = decrease; note: % is set by controls: 0 for no effect and ±100 for the full control effect; nearly all actives have a fitted effect of over 55% in size
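Human tau K18 P301L (15 uM unlabeled, 0.24 uM Alexa 594-labeled) in 100 mM sodium acetate pH 7 with 20 uM heparin, 6 hr at 37 C. ThT 30 uM added, 1 hr ambient; Alexa 594 FP and total fluorescence read at 555/632 nm.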
Tau fibril ThT: blocks human tau fibril formation measured by thioflavin T | P10636 | recombinant tau K18 P301L, heparin-induced fibrillization, ThT fluorescence | Potency, µM (titrated, usually from 57.4 µM), without a hit: at the highest dose activity, negative = inhibition, most hits filed as inhibitors | 270,000 compounds, 2.1% hits; note: % is set by controls: 0 for no effect and ±100 for the full control effect; nearly all actives have a fitted effect of over 55% in size
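Using a mix of unlabeled (15 uM) and Alexa 594-labeled (0.24 uM) tau K18 P301L, heparin-triggered fibrillization over 6 hr at 37 C was scored by ThT fluorescence.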
KDM4E inh: inhibitors of human JMJD2E histone demethylase; JMJD2E catalytic domain, FDH-coupled NADH fluorescence (FDH is formaldehyde dehydrogenase); B2RXH2; AID 2147; 230,000 compounds, 1.6% hits; Potency, µM (doses to about 57.1 µM), for inactives: top-dose activity change, negative = inhibition, actives largely listed as inhibitors; active = well fitted inhibition curve with a large enough effect, not every such curve was filed as active; inconclusive = small, poorly fitted or top-dose-only effect, or another doubt; inactive = no such curve, though single readings can be large or run the other way;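 note: 0% = wells with enzyme and -100% = buffer wells without enzyme; nearly all actives have a fitted effect of over 50% in size; many of its hits are not listed in these tables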
Target sequence (B2RXH2 1-337 limits assumed): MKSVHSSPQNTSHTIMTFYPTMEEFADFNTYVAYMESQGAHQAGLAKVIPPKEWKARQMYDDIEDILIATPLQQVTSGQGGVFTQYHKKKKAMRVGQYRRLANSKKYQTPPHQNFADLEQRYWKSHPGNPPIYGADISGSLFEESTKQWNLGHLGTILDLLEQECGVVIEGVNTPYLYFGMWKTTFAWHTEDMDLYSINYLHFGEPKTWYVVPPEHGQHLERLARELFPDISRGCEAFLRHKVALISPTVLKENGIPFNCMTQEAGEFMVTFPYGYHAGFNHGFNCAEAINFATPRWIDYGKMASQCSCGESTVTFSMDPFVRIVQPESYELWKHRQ
HTT ATP protect: cytoprotection in Huntington HTT-Q103 PC12 cell model; PC12 HTT-Q103 induced, cytoprotection, ATP luminescence, 40 h; Potency, µM (doses to about 56.4 µM), for inactives: cytoprotection (ATP increase), most hits filed as activators; 230,000 compounds, 0.14% hits; AID 1471;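 note: % of control where 0% means no effect; nearly all actives have a fitted effect of over 45% in size; toxic huntingtin expression switched on by the ecdysone agonist tebufenozide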
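Huntington model: PC12 line, ecdysone-inducible HTTQ103 exon1–GFP, tebufenozide 100 nM. Test articles in a dose series. Endpoint luminescence from cellular ATP.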
SMN2 splice enh: increases expression of the SMN2 splice variant; 210,000 compounds, 2.8% hits; Potency, µM (titrated, usually from 46.1 µM), for the others: top-dose activity change, positive = activation, actives largely listed as activators; HEK293 SMN2-luciferase splicing reporter, luminescence, 30-36 h; AID 1458; note: % of control where 0% means no effect; nearly all actives have a fitted effect of over 55% in size
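HEK293 cells carry an SMN2 […]–luciferase reporter in which exon 7 inclusion puts luciferase in frame. Cells were plated 10-12 h before compound addition, then incubated 30-36 h at 37C. ONE-Glo luminescence was read; sodium butyrate at 4.5 mM final served as control.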
HttQ103 aggreg: mutant huntingtin aggregation inhibition; PC12 HttQ103-GFP aggregates, Acumen cytometry, 40 h; Potency, µM (titrated, usually from 46.1 µM), without a hit: at the highest dose activity change, negative = inhibition, most hits filed as inhibitors; 220,000 compounds, 1.1% hits; AID 1688; note: % is set by controls: 0 for no effect and ±100 for the full control effect; nearly all actives have a fitted effect of over 60% in size
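Ecdysone-promoter PC12 model expressing HTT exon 1 Q103 fused to GFP, induced by tebufenozide at 100 nM final. Compounds titrated; aggregates sized 1–25 µm scored on a 488 nm laser cytometer.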
ALDH1A1 inh: ALDH1A1 (human) enzyme inhibition; P00352; Purified ALDH1A1, NADH fluorescence, propionaldehyde substrate; Potency, µM (series often up to 75.3 µM), without a hit: top-dose activity, negative = inhibition, most hits filed as inhibitors; 220,000 compounds, 7.3% hits; AID 1030; active = well fitted inhibition curve with a large enough effect, not every such curve was filed as active; inconclusive = small, poorly fitted or top-dose-only effect, or another doubt; inactive = no such curve, though single readings can be large or run the other way;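 note: plate controls were no enzyme wells and a reference inhibitor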
Target sequence (P00352 whole entry, looked up): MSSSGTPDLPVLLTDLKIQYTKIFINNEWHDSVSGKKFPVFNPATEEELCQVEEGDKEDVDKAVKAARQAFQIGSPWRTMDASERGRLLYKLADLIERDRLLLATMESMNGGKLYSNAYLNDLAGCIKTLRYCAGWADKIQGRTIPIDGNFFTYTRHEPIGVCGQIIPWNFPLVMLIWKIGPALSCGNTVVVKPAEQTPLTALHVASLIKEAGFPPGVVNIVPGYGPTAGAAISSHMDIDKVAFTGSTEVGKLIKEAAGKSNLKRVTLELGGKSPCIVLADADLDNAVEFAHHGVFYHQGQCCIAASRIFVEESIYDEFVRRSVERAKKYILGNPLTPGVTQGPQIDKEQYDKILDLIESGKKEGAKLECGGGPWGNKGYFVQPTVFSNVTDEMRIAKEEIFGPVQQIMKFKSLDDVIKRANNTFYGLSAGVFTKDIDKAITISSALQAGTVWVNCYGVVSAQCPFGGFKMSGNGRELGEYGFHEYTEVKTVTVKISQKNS
* marks the source's active call; other numbers are inactive results; ? = inconclusive; . = not tested or not shown; & = joins results of further samples; [ ] = another dose, or the depositor's remark. Unless noted, calls come from the whole dose curve; as a rule, active = well fitted curve in the direction sought with a large enough effect; inconclusive = small, poorly fitted or top-dose-only effect, or another doubt; inactive = no such curve, though single readings can be large; an effect the other way counts as inactive or inconclusive. Potency is the fitted concentration of half-maximal effect. A portion of the library (hit frequency here may not be typical).

SMILES	Tau fibril FP	Tau fluor counter	Tau fibril ThT	KDM4E inh	HTT ATP protect	SMN2 splice enh	HttQ103 aggreg	ALDH1A1 inh
COc1ccc(-c2cn3c(C)c(C(=O)Nc4cccc(NC(C)=O)c4)sc3n2)cc1	-12%	-6%	-6%	-10%	-27%	-18%	1%	7%
COc1cc(/C=C/C(=O)NCc2nc3ccccc3[nH]2)cc(OC)c1OC	-4%	-10%	-16%	?	1%[10 µM]	.	15%[9.22 µM]	?
COC(=O)CSc1nc(C)cc(C)n1	-1%	-5%	-5%	-5%	-18%	12%	-5%	8%
CCOC(=O)CNNC(=O)Nc1ccc(Cl)c(Cl)c1	-15%	-2%	5%	8%	.	20%	-10%	0%
NC1=NC2(CCC(c3ccccc3)CC2)n2c(nc3ccccc32)N1 (stereo unspecified)	1%	?	-23%	-5%	2%	-16%	-2%	2%
CCc1ccc2c(c1)N(C[C@H](C)CN(C)C)c1ccccc1S2	.	.	.	.	-75%[inhibitor]	-6%[9.22 µM]	-39%	2%[13.5 µM]
O=C(CSc1nnc(-c2ccc(Br)o2)n1Cc1ccccc1)c1ccccc1F	-7%	-3%	-16%	5%	-4%[1.9 µM]	-7%	-1%	?
CCOP(=O)(O)c1ccccc1OCCOc1ccccc1P(=O)(O)OCC	3%	-6%	-4%	-1%	-7%	11%	11%	7%
O=S(=O)(c1ccc(OCC(O)CN2CCN(c3ccc(F)cc3)CC2)cc1)N1CCOCC1 (stereo unspecified)	-2%	-9%	-7%	1%	1%[10 µM]	-47%[inhibitor]	-4%	1%
O=C(O)CNc1nc(-c2ccccc2)nc2c1oc1ccccc12	8%	10%	?	4%	-15%[10 µM]	.	-26%[9.22 µM]	.
Oc1ccc(N=Cc2ccc(-c3cccs3)s2)cc1	14µM*	?	7.9µM*	?	2%	-34%[inhibitor]	?	?
CC1=C(C(=O)Nc2ccccc2Br)C2(CCC(C)CC2)OC1=O (stereo unspecified)	1%	-8%	-5%	.	.	-9%	.	.
CCOc1ccc(NC(=O)c2ccccc2NS(C)(=O)=O)cc1	-3%	-9%	-18%	9%	-56%[inhibitor]	1%	20%[9.22 µM]	8%
CC(=O)C1=C(C)NC(=O)CC1c1ccc(F)cc1 (stereo unspecified)	-13%	-6%	-8%	14%	-25%[1.9 µM]	-8%	-6%[9.22 µM]	1%
COC(=O)c1ccccc1NC(=S)N(Cc1ccc2c(c1)OCO2)Cc1cc2cc(C)ccc2[nH]c1=O	-17%	-20%	2%	?	15%[10 µM]	-18%	-14%	-1%
CCCN(CC(=O)Nc1c(C)cccc1CC)C(=O)SCC	-2%	-8%	-4%	0%	-4%	10%	-19%	11%
Cc1ccc(CN2CC(C(=O)Nc3ccc(S(=O)(=O)Nc4cc(C)nc(C)n4)cc3)CC2=O)cc1 (stereo unspecified)	3%	2%	2%	-1%	11%	.	-3%	-8%
CCOC(=O)N1CCC2(CC1)CC(=O)c1c(ccc3oc(C(=O)O)c(C)c13)O2	1%	4%	1%	?	13%[10 µM]	6%	9%	?
CN(c1ccc(C(=O)N2CCc3ccccc3C2)cc1)S(C)(=O)=O	2%	-1%	-3%	-4%	-19%[0.074 µM]	-26%	10%	-5%
Cc1ccc(C(C(=O)NC2CCCCC2)N(C(=O)Cc2c[nH]c3ccccc23)c2ccccc2C)o1 (stereo unspecified)	?	-1%	-2%	4%	4%[10 µM]	-1%	-1%	-4%

Entries listed above printed as active in Tau fibril ThT:
Compound | Tau fibril FP | Tau fibril ThT | KDM4E inh | SMN2 splice enh | HttQ103 aggreg | ALDH1A1 inh
Oc1ccc(N=Cc2ccc(-c3cccs3)s2)cc1 | 14µM* | 7.9µM* | ? | -34%[inhibitor] | ? | ?

The listing continues:
SMILES	Tau fibril FP	Tau fluor counter	Tau fibril ThT	KDM4E inh	HTT ATP protect	SMN2 splice enh	HttQ103 aggreg	ALDH1A1 inh
C=CCc1ccccc1OCC(=O)N/N=C/c1ccccc1OCC	6%	-3%	-12%	3%	.	-4%	-12%	?
Cc1ccc(N2CCN(S(=O)(=O)N3CCCCC3)CC2)cc1Cl	-3%	-3%	-3%	7%	-5%[10 µM]	-19%	-19%	-2%
FC(F)(F)c1cccc(N2CCN(CC3CC4C=CC3C4)CC2)c1 (stereo unspecified)	-3%	-11%	-16%	?	5%	2%	21%	-33%
Cc1ccccc1C(=O)OCn1nnc2ccccc2c1=O	-12%	-18%	-7%	6%	-2%[10 µM]	1%	6%	3%
COc1ccc(-n2c(SCC(=O)Nc3ccc4c(c3)OCO4)nc3c(c2=O)SCC3)cc1	2%	-15%	-5%	-6%	-43%[inhibitor]	-42%[inhibitor]	-1%	?
CC(=O)Nc1ccc(NC(=O)CSc2ccc(C(F)(F)F)cc2[N+](=O)[O-])cc1	3%	-11%	-6%	0%	-2%[10 µM]	2%	-7%	1%
CC[C@H](C)[C@H](NC(N)=O)C(=O)Nc1ccc(OC)c(Cl)c1	-9%	0%	10%	-8%	-18%	-4%	-14%	-3%
COc1ccc(OC)c(C(c2nnnn2C2CCCC2)N2CCc3ccccc3C2)c1 (stereo unspecified)	12%	-4%	?	-2%	-2%[10 µM]	16%	-25%	?
C=C(C)C1(O)OC(=O)C=C1OC (stereo unspecified)	?	-7%&8%	?	-2%&-6%	-3%[10 µM]	-6%	11%[9.22 µM]	-2%&2%
Cc1cccc(C)c1NC(=O)CSc1nnc(C)n1-c1ccccc1	7%	-2%	-9%	4%	3%[10 µM]	6%	4%	8%

7 entries already listed, arranged by SMILES length, rising:
SMILES	Tau fibril FP	Tau fluor counter	Tau fibril ThT	KDM4E inh	HTT ATP protect	SMN2 splice enh	HttQ103 aggreg	ALDH1A1 inh
C=C(C)C1(O)OC(=O)C=C1OC (stereo unspecified)	?	-7%&8%	?	-2%&-6%	-3%[10 µM]	-6%	11%[9.22 µM]	-2%&2%
Cc1ccccc1C(=O)OCn1nnc2ccccc2c1=O	-12%	-18%	-7%	6%	-2%[10 µM]	1%	6%	3%
Cc1cccc(C)c1NC(=O)CSc1nnc(C)n1-c1ccccc1	7%	-2%	-9%	4%	3%[10 µM]	6%	4%	8%
Cc1ccc(N2CCN(S(=O)(=O)N3CCCCC3)CC2)cc1Cl	-3%	-3%	-3%	7%	-5%[10 µM]	-19%	-19%	-2%
FC(F)(F)c1cccc(N2CCN(CC3CC4C=CC3C4)CC2)c1 (stereo unspecified)	-3%	-11%	-16%	?	5%	2%	21%	-33%
CC[C@H](C)[C@H](NC(N)=O)C(=O)Nc1ccc(OC)c(Cl)c1	-9%	0%	10%	-8%	-18%	-4%	-14%	-3%
CC(=O)Nc1ccc(NC(=O)CSc2ccc(C(F)(F)F)cc2[N+](=O)[O-])cc1	3%	-11%	-6%	0%	-2%[10 µM]	2%	-7%	1%

Carrying on:
SMILES	Tau fibril FP	Tau fluor counter	Tau fibril ThT	KDM4E inh	HTT ATP protect	SMN2 splice enh	HttQ103 aggreg	ALDH1A1 inh
C/C(=N\NC(=O)COc1ccccc1-c1ccccc1)c1ccccn1	-3%	-3%	-16%	?	5%[10 µM]	-58%[inhibitor]	15%	2.5µM*
Cc1cnc(CN2CCc3c([nH]c4ccccc34)C2CC(C)C)[nH]1 (stereo unspecified)	1%	-15%	?	-20%	4%[10 µM]	3%	1%[9.22 µM]	?
Cc1cc(C)c(C#N)c(SCc2ccc(F)cc2)n1	-2%	-2%	9%	-3%	-47%[inhibitor]	-4%	-11%[9.22 µM]	4%
CCc1ccccc1NC(=O)N1CCC2(CC1)Oc1ccccc1C(=O)N2Cc1ccccc1F	1%	1%	1%	.	.	3%	.	.
Cc1ccc(C(=O)N2CCN(c3ccccc3F)CC2)cc1S(=O)(=O)N1CCOCC1	-1%	-6%	-4%	4%	-49%[inhibitor][10 µM]	.	5%	-2%
CCOC(=O)N1CCC(Nc2c(NCCCN3CCN(C4CCCCC4)CC3)c(=O)c2=O)CC1	-6%	-2%	-4%	1%	-14%	3%	-10%	-3%
CC(=O)N1N=C(c2ccc(C)o2)CC1c1ccc(Br)cc1 (stereo unspecified)	4%	2%	0%	-16%	-18%	?	-22%	-5%
O=C1CS/C(=N/N=C/c2ccc(OS(=O)(=O)c3ccccc3)cc2)N1	-12%	-10%	-6%	7%	-37%[inhibitor]	-6%	-1%	11%
COc1ccc(CCNC(=O)C2CC(=O)N(c3ccc(Br)cc3)C2)cc1OC (stereo unspecified)	-4%	-3%	0%	1%	-39%[inhibitor][1.9 µM]	-12%	7%[9.22 µM]	12%
COc1ccc([N+](=O)[O-])cc1-n1cccc1	4%	-2%	0%	3%	14%[10 µM]	11%	-5%	-4%
O=C(c1cc(-c2ccncc2)nc2ccccc12)N1CCN(S(=O)(=O)/C=C/c2ccccc2)CC1	-8%	-10%	-14%	?	-23%	.	3%	?
CC(=O)N1C2CCCCC2S[C@H]2CCCCC21 (stereo partly specified)	3%	4%	3%	6%	6%	6%	-5%	8%
CCOc1ccccc1OCCn1nnc2ccccc21	6%	-14%	-6%	3%	-16%[0.074 µM]	.	-19%	6%
O=C1CC[C@@H](CN(Cc2ccccn2)Cc2nc(Cc3cccc(C(F)(F)F)c3)no2)N1	-4%	-20%	-15%	2%	0%[10 µM]	.	14%[9.22 µM]	-2%
Clc1ccc(CSc2nnc(CN3CCOCC3)n2-c2ccccc2)cc1Cl	0%	-3%	-16%	1%	-15%	-20%	-27%	18µM*
O=C(O)CCc1c(C(=O)O)[nH]c2ccccc12	13%	-2%	-6%	?	-16%	10%	7%	?
Cc1ccc(NC(=O)CC2=NC(=O)C(CC(=O)Nc3ccccc3F)S2)cc1 (stereo unspecified)	?	?	1%	?	-57%[inhibitor]	30%	26%	-8%
CCCCCCOc1ccc(/C(N)=N/O)cc1	4%	-14%	?	1%	-30%	26%	-31%	4%
CCOc1cc(C(=O)Nc2nnc(C)s2)cc(OCC)c1OCC	1%	-7%	4%	4%	-19%	?	-5%	-13%
COc1cc(CCC(=O)Nc2ccc(C)c(S(=O)(=O)N(C)C)c2)cc(OC)c1OC	10%	-4%	-4%	-7%	6%[10 µM]	-8%[1.84 µM]	-11%	-4%
COc1ccc(N2CCN(C(=O)c3ccc4c(c3)N(Cc3ccc(F)cc3)C(=O)c3ccccc3S4=O)CC2)cc1 (stereo unspecified)	6%	-22%	-6%	.	.	-7%	.	.
